HSF1 activator – increases HSF-1 driven luciferase reporter signal. NIH3T3-HGL HSF-1 luciferase reporter, MG132, 8 h; 100% = twice DMSO control signal. activation, % at 9 µM. 300,000 tested, 1.7% active. AID 504408;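 active means mean replicate activation of at least 50% with a set share of replicates each reaching 50%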;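 further: 0% = median of the neutral control wells and 100% = twice that signal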
aSyn 5UTR inh – MLPCN primary screen, SNCA 5' untranslated region. inhibition, % (tested at 7.5 µM). 300,000 tested, 0.82% active. alpha-synuclein 5'UTR reporter, inhibitor activity; in the data active means inhibition above about 60%;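 further: H4 neuroglioblastoma cells stably carrying SNCA 5'UTR luciferase fusion; 0% = DMSO wells and 100% = positive control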
Dyrk1A ADPGlo – inhibitors of rat Dyrk1A kinase; inhibition, % at 12.5 µM; Q63470; ADP-Glo luminescence, NFATc1 peptide; 310,000 tested, 0.43% active; AID 504441; in the data active means inhibition above about 50%;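 further: plate controls were vehicle with enzyme for no effect and no enzyme for full effect; many of its hits are not listed in these tables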
GSK3B inh – human GSK3beta kinase inhibition | activity score (negative = inhibition), % at 10 µM | AID 2097 | GST-GSK3beta kinase, ADP-Glo luminescence, 60 min; active compounds read low | P49841 | 300,000 tested, 0.038% active;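 active means more than half of replicate wells score below -50%, meaning over 50% inhibition versus plate controls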;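 further: 0% = median DMSO wells and -100% = median GW8510 positive control wells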
Target sequence (P49841 whole entry, looked up): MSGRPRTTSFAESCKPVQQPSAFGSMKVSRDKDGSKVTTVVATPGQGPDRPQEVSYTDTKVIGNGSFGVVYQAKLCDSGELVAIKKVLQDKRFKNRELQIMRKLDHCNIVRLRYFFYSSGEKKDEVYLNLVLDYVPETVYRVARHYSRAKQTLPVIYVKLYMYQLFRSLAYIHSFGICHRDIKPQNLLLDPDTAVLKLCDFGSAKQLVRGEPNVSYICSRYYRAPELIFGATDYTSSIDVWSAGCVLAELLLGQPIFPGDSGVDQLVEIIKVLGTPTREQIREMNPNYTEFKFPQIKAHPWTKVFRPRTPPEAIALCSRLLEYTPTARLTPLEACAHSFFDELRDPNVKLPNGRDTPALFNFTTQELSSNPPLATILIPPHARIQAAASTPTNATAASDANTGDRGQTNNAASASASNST
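Test system: GST-fused GSK3beta enzyme, cell-free | Quantity: 1.6 ng GST-GSK3beta enzyme per well | Reagent: 25 µM ATP with peptide substrate | Schedule: 60 min enzyme reaction, room temperature | Signal: Luminescent ADP-Glo measurement of ADP formed | Read-out basis: Score relative to plate controls | Control set: DMSO and 20 µM GW8510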
IEC-6 cytotox – counter-screen for KLF5 inhibitors: cytotoxicity in IEC-6 cells | inhibition, % at 5 µM | 290,000 tested, 0.78% active | IEC-6 cytotoxicity, luminescence viability; in the data active means inhibition above about 22%;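 further: 0% = plate median of test compound wells and 100% = cytotoxic reference compound wells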
KLF5 inhibitor – kruppel-like factor 5 inhibition. AID 1700. DLD-1 KLF5 promoter-luciferase reporter, luminescence. 290,000 tested, 0.23% active. inhibition, % at 5 µM;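 active means inhibition above a per-plate limit of that plate's mean compound inhibition plus 3 SD, cut at about 60% in these data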;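 further: 0% = DMSO wells and 100% = LY294002 at 200 µM; higher means less KLF5 promoter-driven luciferase light; inactives centre near -14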
HSF1 inhib – HSF1 inhibition | 300,000 tested, 0.77% active | activity change, negative = inhibition, % at 7.5 µM (by protocol) | NIH3T3-HGL HSE-luciferase, MG132-induced, luminescence 8 h; active compounds read low;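 active means more than half of replicate wells show activity change below -50%, luminescence cut by over half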;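 further: luciferase reports HSF-1 transcriptional activity via heat shock element; 0% = median of DMSO wells and -100% = zero luminescence signal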
GSK3 alpha inh – human GSK-3 alpha kinase inhibition. P49840. ADP-Glo luminescence, 60 min. inhibition, % at 10 µM. 320,000 tested, 0.1% active. AID 2650;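 in the data active means inhibition above about 50%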;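 further: GST-tagged GSK-3 alpha with peptide substrate and 25 µM ATP; 0% = DMSO neutral wells and 100% = GW8510 positive control wells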
Target sequence (P49840 whole entry, looked up): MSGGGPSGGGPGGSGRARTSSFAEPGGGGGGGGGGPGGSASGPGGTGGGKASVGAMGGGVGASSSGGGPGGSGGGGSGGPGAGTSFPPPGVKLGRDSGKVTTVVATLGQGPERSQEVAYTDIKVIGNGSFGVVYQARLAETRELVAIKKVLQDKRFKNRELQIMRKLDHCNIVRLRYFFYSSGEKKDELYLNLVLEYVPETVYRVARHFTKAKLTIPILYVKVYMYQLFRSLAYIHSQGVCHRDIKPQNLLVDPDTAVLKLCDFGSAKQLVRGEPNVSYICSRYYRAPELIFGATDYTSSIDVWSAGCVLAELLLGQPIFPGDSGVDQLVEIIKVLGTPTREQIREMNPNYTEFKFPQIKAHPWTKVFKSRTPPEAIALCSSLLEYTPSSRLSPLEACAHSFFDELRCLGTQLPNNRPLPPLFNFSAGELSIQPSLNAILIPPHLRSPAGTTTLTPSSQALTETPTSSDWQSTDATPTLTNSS
Platelet DG rel – platelet dense granule release activity; human platelet-rich plasma, SFLLRN dense granule ATP release, luminescence; inhibition, %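 (compounds screened at 7.5 µM in platelet-rich plasma)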; 300,000 tested, 0.22% active; AID 1663;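 active means mean replicate score, as percent of positive control, at or above 50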
HSP90 inh – HSP90 refolding inhibition in rabbit reticulocyte lysate; luciferase refolding luminescence, 3 h; inhibition, % at 5.6 µM; 290,000 tested, 0.91% active;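 active means inhibition above the screen-wide mean plus 3 SD, computed separately per campaign, cut at about 16% in these data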;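 further: 0% = DMSO wells and 100% = 60 µM geldanamycin wells; inhibitors lower the luminescence because luciferase stays unfolded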
An asterisk follows results filed as active; . = no result given; & = joins results of further samples. Not all compounds are listed; rates above refer to the full screens.

SMILES	HSF1 activator	aSyn 5UTR inh	Dyrk1A ADPGlo	GSK3B inh	IEC-6 cytotox	KLF5 inhibitor	HSF1 inhib	GSK3 alpha inh	Platelet DG rel	HSP90 inh
CCCN(CCC)CCCNC(=O)C(NS(=O)(=O)c1ccc2c(c1)CCC(=O)N2)c1ccccc1 (stereo unspecified)	-9	10	2	-1	3	-4	-3	0	-4	0
O=C(CC(c1ccco1)C1CCCCC1=O)c1ccco1 (stereo unspecified)	13	-3	3	-1	0	10	-4	0	-2	-2
O=C(Nc1ccccc1)OCc1cncs1	18	-18	-2	1	1	-19	2	-1	2	-2
COc1ccc(NC(=O)CNC(=O)Cc2ccccc2)cc1OC	-11	-5	-5	1	2	-9	-5	0	2	1
Cc1ccc2cc(C3CC(c4ccco4)=NN3S(=O)(=O)c3ccccc3)c(Cl)nc2c1 (stereo unspecified)	30	21	1	0	-5	-22	18	1	11	1
CCOC(=O)c1nn(-c2ccc(C)c(C)c2)c(=O)c(C#N)c1C	8	-1	-3	0	-5	-57	1	2	-3	0
Cc1ccc(C(C)C)c(OCCCN2CC(C)OC(C)C2)c1 (stereo unspecified)	-12	-1	4	0	2	-2	-4	-1	-6	3
CC(C)CC1(C)NC(=O)NC1=O (stereo unspecified)	-6	0	2	-1	3	11	-5	-1	-13	3
Cc1ccc(N(C(C)C(=O)O)S(=O)(=O)c2cccnc2)cc1 (stereo unspecified)	7	23	13	1	.	.	-2	.	-3	.
COc1ccc(NC(=O)C2CCN(C(=O)c3cccs3)CC2)cc1OC	28	3	-4	3	0	-9	6	-22	-11	2
O=C(CSc1cccc2cccnc12)N/N=C/c1ccncc1	.	.	6	0	2	-2	.	5	18	1
CCOC(=O)c1c(-c2cccc([N+](=O)[O-])c2)csc1NC(=O)C1CCCCC1	-1	7	-3	1	-4	-7	2	9	-5	5
N=c1sccn1CC(=O)N1N=C(c2ccc(Cl)cc2)CC1c1ccco1 (stereo unspecified)	-5	-33	-6	-5	6	-7	3	0	-1	-1
CCNC(=S)N(CCN(C)C)Cc1cc2cc(OCC)ccc2[nH]c1=O	-12	12	.	-3	-7	6	-4	-16	4	1
CC1=NN(C(=O)Cc2ccc([N+](=O)[O-])cc2)C(O)(C(F)(F)C(F)(F)F)C1 (stereo unspecified)	4	-8	1	2	-2	-13	-1	-3	-1	4
CCc1cc2c(NC3CCCC3)ncnc2s1	-4	18	53*	2	1	-7	7	7	-7	-2
O=C(CSc1nnc(NC(=O)C2CC2)s1)Nc1ccccc1	22	-3	6	-2	0	-1	3	-2	-12	-1
COc1ccc(Cc2nnc(N/N=C/c3ccccc3O)[nH]c2=O)cc1OC	5	91*	5	3	-9	102*	0	-1	16	3
Cc1ccc(N(Cc2ccc(C(=O)NCCSc3ccccn3)cc2)S(C)(=O)=O)cc1C	-5	10	-1	0	4	-6	7	1	8	3
O=C(CNS(=O)(=O)c1ccccc1)Nc1ccccc1Br	0	-19	.	-2	-3	-2	0	-1	-7	-1
Fc1ccccc1Nc1nc(N2CCOCC2)nc(N2CCOCC2)n1	0	22	-2	1	2	-76	-1	-1	3	-1
CC1=CC(C)=Nc2ccc(C)cc2N1	-22&-25	-63	11&2	1&5	4&-7	-5&-23	-28&-16	1&-1	0&0	4&11
CCOc1ccc(C(C)NC(=O)c2ccccc2F)cc1 (stereo unspecified)	9	-12	-4	2	-8	-28	0	-1	-12	-2
Cc1ccc(S(=O)(=O)NC(=O)COc2ccccc2)cc1	.	.	-1	2	-4	-18	.	-6	-2	-3
Cn1cc(Br)c(NS(=O)(=O)c2ccc(Cl)s2)n1	19	-3	-6	-2	8	5	-1	2	4	0
CN1CCN(C(=O)c2cn(C)c3ccc(S(=O)(=O)N(C)C4CCCCC4)cc3c2=O)CC1	.	.	12	.	-6	-23	.	1	.	-1
O=C(c1cccs1)N1CCN(S(=O)(=O)Cc2ccccc2)CC1	22	1	1	1	0	-42	1	0	-3	3
CCOC(=O)c1cc(-c2ccc(F)cc2)n(CC(=O)NCc2cccnc2)c1C	-19	2	-3	2	3	-18	-2	-2	10	2
CCN(CC)C(=O)c1cc(Cl)ccn1	-6	18	-4	.	-10	-30	-1	-3	8	2
Cc1nc2ccc(NC(=O)C3COc4ccccc4O3)cc2s1 (stereo unspecified)	9	-141	21	-1	1	-11	6	-2	3	-2
Cc1ccc(C)c(OCC(O)CN2CCN(CCN3C(=O)c4cccc5cccc(c45)C3=O)CC2)c1 (stereo unspecified)	46	25	-1	-1	10	-49	35	-3	12	1
N#C/C(=C(\O)CCl)c1nnc2n1CCCCC2	-5	-21	-1	0	-2	2	-10	4	1	0
Cc1cc(=O)oc2c(CN3CCN(C)CC3)c(O)c(Cl)cc12	5	5	12	0	-13	-11	0	1	-1	-5
CCC(OC(=O)C1=Cc2ccccc2OC1)C(=O)NC1CCCC1 (stereo unspecified)	-16	19	-4	1	-2	15	1	-2	0	0
C=CCNC(=O)c1onc(CSc2nc3ccccc3[nH]2)c1C(=O)NCC=C	0	1	0	-1	-4	3	1	-2	-3	-2
CCOC(=O)C1CCCN(C(=O)/C=C/c2ccccc2[N+](=O)[O-])C1 (stereo unspecified)	-6	20	1	1	-3	-6	1	-1	-2	-4
COc1ccccc1NC(=O)C(=O)NCCC1CCCCN1S(=O)(=O)c1ccccc1 (stereo unspecified)	2	-2	1	6	.	.	1	-2	-4	.
COc1cccc(C(=O)NCCS(=O)(=O)N2CCCC2)c1	-4	-3	8	2	.	.	-1	-3	-2	.
Cc1ccc(NC(=S)N2CCN(Cc3ccc4c(c3)OCO4)CC2)c(C)c1	13	11	0	1	4	-7	-2	-1	1	2
NS(=O)(=O)c1ccc(CCNC(=O)c2ccc(=O)[nH]c2)cc1	-4	-5	0	3	2	-4	-4	3	-9	3
COc1cccc(N2CCN(c3nc(-c4ccccc4C)cc(=O)[nH]3)CC2)c1	42	24	0	-7	-2	-3	45	-3	11	-1
CN(C1(C)CCS(=O)(=O)C1)S(=O)(=O)c1ccc(F)cc1 (stereo unspecified)	-13	9	1	-4	4	3	-4	1	-2	2
OCCn1c(SCCOc2ccccc2)nc2ccccc21	14	-6	2	2	-3	-17	5	-1	-9	0
CCC(CC)COC(=O)C1=C(C)NC(=O)NC1c1ccc2c(c1)OCO2 (stereo unspecified)	19	21	6	0	-8	-30	9	2	0	-4
CCOC(=O)N1CCC(NC(=O)C2CCCCN2S(=O)(=O)c2ccc(F)cc2)CC1 (stereo unspecified)	25	-3	-1	-4	4	-9	-1	-2	16	2
CCc1nn(CCCC(=O)Nc2ccc(C)c(C)c2)c(=O)c2cc3occc3n12	-5	5	0	2	-2	-52	-1	0	1	-5
CCOC(=O)C1=NNC(C(=O)c2ccccc2)C1c1ccc(Cl)cc1 (stereo unspecified)	32	2	3	-6	-1	-3	26	-1	-1	-2
COc1ccc(S(=O)Cc2ccc(C(=O)N3CCN(c4cccc(C)c4C)CC3)o2)cc1 (stereo unspecified)	-15	36	-8	-1	32*	25	-3	5	4	3
Cc1ccc2nc(SCC(=O)c3c(N)n(C)c(=O)n(C)c3=O)[nH]c2c1	-7	-21	-7	0	3	12	0	0	0	1
O=S(=O)(NCCc1ccccc1)c1ccc(Br)cc1	-6	-9	.	-3	1	-11	-6	-7	6	1
New compounds follow
SMILES	HSF1 activator	aSyn 5UTR inh	Dyrk1A ADPGlo	GSK3B inh	IEC-6 cytotox	KLF5 inhibitor	HSF1 inhib	GSK3 alpha inh	Platelet DG rel	HSP90 inh
CC(=O)N1CCC(C(=O)Nc2ccc3c(c2)CCC3)CC1	-1	-4	-2	3	5	-22	-1	1	-9	-3
Nc1nc(-c2cccc(F)c2)cs1	-1	-30	-4	4	-1	-37	7	-2	9	-2
Cc1cc(C)nc(SCC(=O)NC2=NN=C(c3ccc(Br)cc3)CS2)n1	-55	-74	8	4	2	6	-45	-1	8	6
O=C(c1cccc(NS(=O)(=O)c2cccc(F)c2)c1)N1CCCC1	11	26	.	-2	-2	-19	-1	.	-2	1
Cc1nc(-c2ccc(S(=O)(=O)Nc3ccc(S(N)(=O)=O)cc3)cc2)co1	3	10	.	-2	2	-39	-7	3	-2	-4
CCOC(=O)/C(C#N)=C1/CCCCCN1C	-2	-2	-1	0	2	-27	0	-2	-3	3
Nc1nc(CSc2ncn(-c3ccccc3)n2)cs1	-88	-154	-4	2	-10	-116	-86*	0	2	0
COc1ccccc1CNc1ccc(C(=O)O)cc1	-8	9	-3	11	-1	-23	-2	-2	1	-3
O=C(O)CCNC(=O)OCC1c2ccccc2-c2ccccc21	1	3	-1	2	-4	-6	7	-5	1	0
N#Cc1cnc2nc(SCc3ccccc3)nn2c1	5	-149	-1	4	5	-122	12	0	2	-4

Some of these compounds in order of the HSF1 inhib value, highest first.
compound | HSF1 activator | aSyn 5UTR inh | Dyrk1A ADPGlo | GSK3B inh | KLF5 inhibitor | HSF1 inhib | GSK3 alpha inh | Platelet DG rel | HSP90 inh
N#Cc1cnc2nc(SCc3ccccc3)nn2c1 | 5 | -149 | -1 | 4 | -122 | 12 | 0 | 2 | -4
CC(=O)N1CCC(C(=O)Nc2ccc3c(c2)CCC3)CC1 | -1 | -4 | -2 | 3 | -22 | -1 | 1 | -9 | -3
COc1ccccc1CNc1ccc(C(=O)O)cc1 | -8 | 9 | -3 | 11 | -23 | -2 | -2 | 1 | -3

(listing goes on)
SMILES	HSF1 activator	aSyn 5UTR inh	Dyrk1A ADPGlo	GSK3B inh	IEC-6 cytotox	KLF5 inhibitor	HSF1 inhib	GSK3 alpha inh	Platelet DG rel	HSP90 inh
Cc1cc(N)ccc1S(C)(=O)=O	-13	-7	-9	-1	2	-3	-4	-2	1	8
CCOC(=O)Nc1ccc2c(c1)Sc1ccccc1N2C(=O)CCN1CCOCC1	63*	18	0	1	-4	-20	22	-1	11	7
CCCCN(C)CCCNC(=O)Cn1c(=O)sc2ccccc21	-8	43	0	3	0	-32	-10	-3	3	2
C[C@H]1CC[C@]2(O[C@@H](CCO)C[C@H](O)[C@H]2O)O1	-11	13	5	-1	.	.	-5	-1	-15	.
COc1cc(OC)cc(C(=O)NCc2ccc(-n3cccc3)cc2)c1	10	-5	.	0	15	-11	-7	-2	26	1
Cc1ccc(NC(=S)c2ccc3ccccc3n2)c(C)c1	-13	-41	1	-1	9	-59	-9	0	-6	-4
COCc1cc(CN2CCCC(C(=O)Nc3ccc(-c4ccco4)cc3)C2)ccc1OC (stereo unspecified)	64*	-40	1	0	-2	-29	19	-2	1	-1
O=C(O)c1cccc(NC(=S)NC(=O)c2ccc3ccccc3c2)c1	-75	34	46	-1	9	33	-71*	-2	1	64*
O=C(COc1ccc(S(=O)(=O)N2CCOCC2)cc1)Nc1ccccc1F	-2	-5	6	1	.	.	-4	-2	6	.

Some entries already given, reduced to HSF1 activator:
| Compound | HSF1 activator |
| --- | --- |
| Cc1cc(N)ccc1S(C)(=O)=O | -13 |
| O=C(O)c1cccc(NC(=S)NC(=O)c2ccc3ccccc3c2)c1 | -75 |
| O=C(COc1ccc(S(=O)(=O)N2CCOCC2)cc1)Nc1ccccc1F | -2 |
| COc1cc(OC)cc(C(=O)NCc2ccc(-n3cccc3)cc2)c1 | 10 |
